NadD inh = inhibitors of Staphylococcus aureus NadD; purified NadD enzyme, colorimetric absorbance read-out; inhibition, % at 20 µM; 0.78% of 360,000 active; in the data active = inhibition above about 26%; note: some compounds past the cut are filed as inactive
Rin1-Abl PPI inh = blocks binding of human Rin1 to Abl | P00519+Q13671 | TR-FRET Rin1/Abl binding, biochemical | inhibition, % at 7.35 µM | 0.4% of 360,000 active | AID 588664; in the data active = inhibition above about 5%, passing the limit was not always enough
MT1-MMP act inh = blocks activation of human MT1-MMP; 0.061% of 360,000 active; HT1080 RFP-PRO-GFP cells, GFP/RFP ratio fluorescence, overnight; percent of plate control window, DMSO zero; GFP/RFP ratio change, % at 20 µM;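 active = GFP/RFP ratio change of at least 30% with cell ATP level not reduced by more than half and red fluorescence within 50% of control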; note: strong numbers were not always called active
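Read-out: GFP/RFP fluorescence ratio; Test system: RFP-PRO-GFP reporter HT1080 cells; Compound dosing: single-point 20 µM compound, 1% DMSO; Times: overnight compound exposure at 37 °C.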
MLLE-PAM2 inh = inhibitors of microRNA-mediated deadenylation, human PABP1 MLLE binding; P11940; inhibition, % at 20 µM; 0.36% of 360,000 active; GST-MLLE / FITC-PAM2 fluorescence polarization; in the data active = inhibition above about 35%, passing the limit was not always enough;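 note: plate controls were DMSO wells with GST-MLLE for no effect and wells lacking GST-MLLE protein for full effect; some results filed as inactive read as strong as hits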
Target sequence (P11940 whole entry, looked up): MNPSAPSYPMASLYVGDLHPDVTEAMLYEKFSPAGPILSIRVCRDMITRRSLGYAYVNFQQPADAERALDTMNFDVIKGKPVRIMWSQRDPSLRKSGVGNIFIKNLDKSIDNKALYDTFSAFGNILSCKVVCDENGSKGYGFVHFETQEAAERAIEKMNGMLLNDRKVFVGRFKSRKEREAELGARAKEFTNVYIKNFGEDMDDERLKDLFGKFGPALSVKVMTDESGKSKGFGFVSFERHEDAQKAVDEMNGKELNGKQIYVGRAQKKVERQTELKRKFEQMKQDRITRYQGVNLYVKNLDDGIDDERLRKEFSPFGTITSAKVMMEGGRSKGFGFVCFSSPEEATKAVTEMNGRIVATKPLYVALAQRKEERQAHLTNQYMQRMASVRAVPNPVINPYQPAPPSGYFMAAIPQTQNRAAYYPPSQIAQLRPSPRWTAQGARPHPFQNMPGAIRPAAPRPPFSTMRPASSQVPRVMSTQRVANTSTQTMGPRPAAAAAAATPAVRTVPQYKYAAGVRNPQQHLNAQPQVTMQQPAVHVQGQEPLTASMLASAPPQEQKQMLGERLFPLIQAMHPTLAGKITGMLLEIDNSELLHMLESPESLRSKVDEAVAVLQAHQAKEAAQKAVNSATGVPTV
Neddylation inh = blocks human cullin neddylation. P61081+Q13564. TR-FRET cullin neddylation, biochemical. calls only at 25 µM. 0.58% of 360,000 active; in the data active = inhibition above about 36%
FAS-TE inh = inhibitors of human fatty acid synthase thioesterase domain; P49327; recombinant FAS-TE, OMFH fluorogenic substrate, fluorescence endpoint; inhibition, % at 15 µM; 0.67% of 360,000 active;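 active = compounds whose normalised, plate-corrected inhibition of enzyme fluorescence in the single-dose primary screen is 50% or more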;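 note: 0% = DMSO with enzyme and 100% = substrate without enzyme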
CSN inh = inhibitors of human CSN-mediated cullin deneddylation | Purified CSN, SCF-Nedd8-OG deneddylation, fluorescence polarization | inhibition, % at 12.5 µM | 0.38% of 360,000 active | AID 651999;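 active = pattern-corrected inhibition above about 35%, with an unprinted fluorescence ratio check between 0.5 and 1.5, limit read from the data, passing the limit was not always enough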;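 note: 0% = enzyme with substrate and 100% = substrate without enzyme; some results filed as inactive read as strong as hits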
Target sequence (Q92905 whole entry, looked up, one chain of several): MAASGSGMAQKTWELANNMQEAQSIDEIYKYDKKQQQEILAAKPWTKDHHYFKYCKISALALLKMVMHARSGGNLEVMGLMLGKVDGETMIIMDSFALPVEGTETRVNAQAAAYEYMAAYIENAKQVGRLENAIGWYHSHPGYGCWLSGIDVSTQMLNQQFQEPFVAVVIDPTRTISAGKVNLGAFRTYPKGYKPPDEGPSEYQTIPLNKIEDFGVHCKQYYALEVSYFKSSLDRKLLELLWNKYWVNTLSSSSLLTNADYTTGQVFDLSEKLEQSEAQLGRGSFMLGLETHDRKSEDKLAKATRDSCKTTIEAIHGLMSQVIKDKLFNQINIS
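Material: purified human Csn5 enzyme expressed in HEK293T cells / Medium: Tris buffer pH 7.5, NaCl, DTT, Tween-20, trehalose, ovalbumin / Compound dosing: 12.5 µM single point / Schedule: 90 min incubation of compound, enzyme and substrate at room temperature / Signal: fluorescence polarization of the substrate / Control set: no-enzyme wells high, enzyme-with-substrate wells low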
Rpn11 block = blocks the human proteasome subunit Rpn11 | O00487 | human 26S proteasome, Ub4-pepOG fluorescence polarization; 20S core pre-blocked with epoxomicin | calls only at 20 µM | 0.59% of 360,000 active;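 active = inhibition at 20 µM, scaled to each plate's controls, above about 33%, limit read from the data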
SKN-1 inh = C. elegans SKN-1 inhibition | 0.49% of 360,000 active | inhibition, % at 21.8 µM | C. elegans VP596 Pgst-4::GFP/RFP ratio, acrylamide-induced, 24 h;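 active = interference check ratio from 0.5 to 1.5 plus GFP to RFP signal ratio inhibition reaching or exceeding a fixed threshold, cut at about 30% in these data, passing the limit was not always enough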; note: some compounds called inactive have numbers as strong as hits
Active calls of the source: *; i = inactive; . = no result given.

Each structure is followed by: MT1-MMP act inh | Rin1-Abl PPI inh | NadD inh | SKN-1 inh | FAS-TE inh | Rpn11 block | Neddylation inh | MLLE-PAM2 inh | CSN inh
1: Cc1ccc(NC(=O)CN(C)C(=O)CSc2nnc(NC(C)C)s2)cc1
→ -1 | 6 | -6 | -10 | -2 | i | i | 21 | -3
2: Cc1ccc(S(=O)(=O)Oc2cc(N)c3c(n2)CCC3)cc1
→ 2 | -1 | -8 | -6 | -2 | i | i | -9 | -1
3: CSc1nnc(C2CCCN(CC(=O)Nc3ccccc3N3CCOCC3)C2)n1C(C)C (stereo not given)
→ -1 | 1 | -1 | 7 | -4 | i | i | 4 | 3
4: O=C(Nc1ccc2ccccc2c1)c1cccc2ccccc12
→ 1 | 3 | -5 | 12 | 1 | i | i | 4 | 5
5: Cc1cccnc1NC(=O)CN1C(=O)c2ccccc2S1(=O)=O
→ 6 | 2 | 0 | 2 | -6 | i | i | 3 | -4
6: O=C(Nc1ccc(S(=O)(=O)Nc2nccc(C3Cc4ccccc4C(=O)O3)n2)cc1)c1ccccc1 (stereo not given)
→ 1 | -2 | 3 | -10 | -4 | i | i | 7 | -1
7: CC(C)OC(=O)C1Cc2ccccc2CN1S(=O)(=O)c1cccs1 (stereo not given)
→ 0 | -1 | 0 | 9 | 11 | i | i | 11 | 2
8: CCOc1ccc(OCc2cccc(C(=O)N3CCCC3)c2)cc1
→ -1 | -2 | -1 | 4 | -2 | i | i | 1 | 4
9: COc1ccccc1-n1cc2c([N+](=O)[O-])cc([N+](=O)[O-])cc2n1
→ 1 | -1 | -4 | 2 | -16 | i | i | -14 | -1
10: CCOc1ccc(NC(=O)CCNS(=O)(=O)c2cccs2)cc1
→ -3 | 2 | 8 | 1 | -4 | i | i | -12 | -2
11: Cc1onc(-c2ccccc2Cl)c1C(=O)Nc1ccc(N2CCOCC2)cc1
→ 3 | 2 | 10 | -6 | -3 | i | i | -15 | -3
12: O=C(CCn1nnc2ccccc21)Nc1nnc(Cc2ccc(F)cc2)s1
→ 5 | 0 | -6 | 6 | -9 | i | i | 0 | 1
13: CCCCn1c(N)c(N(CCOC)C(=O)c2cc3c(s2)CCC3)c(=O)[nH]c1=O
→ -3 | 4 | 13 | 12 | -6 | i | i | -21 | 2
14: Cc1nnc(SCC(=O)N2CCN(c3ccccc3)CC2)n1C1CC1
→ 1 | -1 | 0 | 0 | -9 | i | i | 2 | -1
15: CCCCn1c(N)c(N(Cc2ccccc2OC)C(=O)COc2cc(C)ccc2Cl)c(=O)[nH]c1=O
→ 7 | 1 | -4 | -7 | 2 | i | i | 11 | 0
16: C=CCN1C(=O)C(CC(=O)Nc2ccccc2)S/C1=N/c1nccs1 (stereo not given)
→ -1 | -3 | 3 | -6 | -4 | i | i | 3 | 0
17: Cc1csc(=O)n1CCC(=O)OCC(=O)Nc1cc([N+](=O)[O-])ccc1Cl
→ 1 | 2 | -2 | 5 | 29 | i | i | -2 | 1
18: CCN(CC(=O)Nc1ccccc1C(=O)OC)S(=O)(=O)c1ccccc1
→ -10 | 0 | 0 | 9 | 8 | i | i | -1 | 4
19: Cc1nc2ccccc2n1C(C)c1nc2ccccc2n1CC(=O)c1ccsc1 (stereo not given)
→ 8 | . | . | 3 | . | . | i | . | 3
20: CCN(CC(=O)Nc1ccc(NC(C)=O)cc1)C(=O)c1cccc(Oc2ccccc2)c1
→ -1 | 2 | -2 | 6 | -8 | i | i | -4 | -1
21: CC1CCN(CC(C)OC(=O)c2ccc3c(c2)OCCO3)CC1 (stereo not given)
→ 4 | -3 | 2 | -3 | -3 | i | i | 2 | 2
22: O=c1c2ccccc2c(=O)n(-c2ccccc2)n1CCCCBr
→ -3 | 0 | -2 | -16 | 6 | i | i | -38 | 2
23: CC(C)NC(=S)NNc1ncnc2sc3c(c12)CC(C)(C)OC3
→ -5 | -3 | -3 | 23 | 21 | i | i | 15 | 1
24: CC(=O)Nc1c(C)ccc(CNC(=O)COc2cc(C)ccc2C)c1C
→ -11 | -2 | 0 | 3 | -12 | i | i | 3 | -3
25: COCCNC(=O)CCCn1c(=O)c2ccccc2n(Cc2cccc([N+](=O)[O-])c2)c1=O
→ -2 | -1 | -2 | -4 | 56* | i | i | 2 | 4
26: O=C(C1CCN(S(=O)(=O)c2cccs2)CC1)N1CCc2ccccc2C1
→ 1 | 0 | 3 | -3 | 5 | i | i | 6 | 3
27: CCOC(=O)C1CCN(C(=O)c2cc(OCC)c(OCC)c(OCC)c2)CC1
→ 2 | 0 | -2 | 15 | -12 | i | i | 2 | -3
28: CC(C)C[C@@H](COCc1cccc(Cl)c1)N1CCN(C(=O)c2ccc(C(F)(F)F)cc2)CCC1=O
→ -4 | . | -3 | -1 | 26 | . | i | . | 1
29: Cc1cc(C)n(-c2nnc3n2N=C(c2c[nH]c4ccccc24)CS3)n1
→ 2 | -2 | -2 | 5 | -6 | i | i | 6 | 8
30: O=C1CN(C(=O)CNCc2ccccc2Cl)c2ccccc2N1
→ 2 | 1 | -2 | -6 | -3 | i | i | -10 | 2

Limited to NadD inh, for some of the entries so far:
| item | Structure | NadD inh |
| --- | --- | --- |
| 22 | O=c1c2ccccc2c(=O)n(-c2ccccc2)n1CCCCBr | -2 |
| 27 | CCOC(=O)C1CCN(C(=O)c2cc(OCC)c(OCC)c(OCC)c2)CC1 | -2 |
| 26 | O=C(C1CCN(S(=O)(=O)c2cccs2)CC1)N1CCc2ccccc2C1 | 3 |
| 24 | CC(=O)Nc1c(C)ccc(CNC(=O)COc2cc(C)ccc2C)c1C | 0 |

Compounds above containing a halogen:
Each structure is followed by: MT1-MMP act inh | Rin1-Abl PPI inh | NadD inh | SKN-1 inh | FAS-TE inh | Rpn11 block | Neddylation inh | MLLE-PAM2 inh | CSN inh
11: Cc1onc(-c2ccccc2Cl)c1C(=O)Nc1ccc(N2CCOCC2)cc1
→ 3 | 2 | 10 | -6 | -3 | i | i | -15 | -3
12: O=C(CCn1nnc2ccccc21)Nc1nnc(Cc2ccc(F)cc2)s1
→ 5 | 0 | -6 | 6 | -9 | i | i | 0 | 1
15: CCCCn1c(N)c(N(Cc2ccccc2OC)C(=O)COc2cc(C)ccc2Cl)c(=O)[nH]c1=O
→ 7 | 1 | -4 | -7 | 2 | i | i | 11 | 0
17: Cc1csc(=O)n1CCC(=O)OCC(=O)Nc1cc([N+](=O)[O-])ccc1Cl
→ 1 | 2 | -2 | 5 | 29 | i | i | -2 | 1
22: O=c1c2ccccc2c(=O)n(-c2ccccc2)n1CCCCBr
→ -3 | 0 | -2 | -16 | 6 | i | i | -38 | 2
28: CC(C)C[C@@H](COCc1cccc(Cl)c1)N1CCN(C(=O)c2ccc(C(F)(F)F)cc2)CCC1=O
→ -4 | . | -3 | -1 | 26 | . | i | . | 1
30: O=C1CN(C(=O)CNCc2ccccc2Cl)c2ccccc2N1
→ 2 | 1 | -2 | -6 | -3 | i | i | -10 | 2

Further compounds follow.
Each structure is followed by: MT1-MMP act inh | Rin1-Abl PPI inh | NadD inh | SKN-1 inh | FAS-TE inh | Rpn11 block | Neddylation inh | MLLE-PAM2 inh | CSN inh
31: CCOc1ccc(S(=O)(=O)Nc2ccc3c(c2)OCO3)cc1
→ 1 | 1 | -3 | 23 | 2 | i | i | 9 | 2
32: NC(=O)c1oc2ccccc2c1NC(=O)CCc1ccccc1
→ 0 | 2 | 1 | -5 | -1 | i | i | -4 | 1
33: O=C(/C=C1\OCc2ccccc21)c1ccccc1
→ 0 | . | . | 3 | . | . | i | . | 3
34: C#CCN(C[C@H]1[C@H](OC(=O)NC2CCCC2)[C@H](OC(=O)NC2CCCC2)C[C@H]2C(=O)N(c3ccccc3)C(=O)[C@@H]12)S(=O)(=O)c1ccc(C)cc1
→ -2 | 0 | 24 | 12 | 69* | i | i | -6 | 3
35: CCOCCCNC(=O)C(c1ccc(Cl)cc1)N1CCN(C(=O)c2ccco2)CC1 (stereo not given)
→ -3 | 3 | 3 | 3 | 2 | i | i | -2 | 0
36: CCOc1ccc(NC(=O)c2ccccc2NC(=O)CN2CCN(C(C)=O)CC2)cc1
→ 5 | 2 | -4 | 0 | -1 | i | i | 3 | -2
37: Cc1ccc(-c2csc(NC(=O)c3ccco3)n2)cc1C
→ 3 | -1 | -10 | 23 | 27 | i | i | 17 | 0
38: COc1ccccc1CCNC(=O)CSc1nc(=O)[nH]c2c1CCC2
→ -4 | -1 | -6 | -12 | -5 | i | i | -4 | -1
39: OCc1ccccc1-c1ccc2nccn2c1
→ -1 | -1 | 0 | 15 | -8 | i | i | -14 | 2
40: CCNC(=O)NC(=O)C(C)OC(=O)c1ccc(SC)cc1OC (stereo not given)
→ 2 | 1 | -5 | 2 | -4 | i | i | -11 | 4
41: O=C(Nc1scc(-c2ccc(F)cc2)c1C(=O)O)c1ccco1
→ 3 | -3 | -5 | 34 | -4 | i | i | 0 | 0
42: O=C(NC1C=CS(=O)(=O)C1)c1ccccc1 (stereo not given)
→ 4 | 0 | -3 | -15 | -11 | i | i | -11 | 4
43: O=C(NCC1CCCO1)c1ccccc1-c1nc(-c2ccccc2Cl)no1 (stereo not given)
→ -6 | 1 | -7 | 9 | -3 | i | i | -15 | 5
44: O=C(CCCO)c1ccc2c(c1)OCCO2
→ 3 | 4 | 5 | 2 | -8 | i | i | -8 | -8
45: O=C(Nc1ncn[nH]1)c1cccc(S(=O)(=O)N2CCOCC2)c1
→ 3 | 3 | -2 | -3 | -8 | i | i | -1 | -6
46: Cc1cc(NS(=O)(=O)c2ccc(NC(=O)Nc3ccc4c(c3)OCO4)cc2)no1
→ 1 | -1 | -5 | -34 | -3 | i | i | -7 | 1
47: Cn1nc(C(=O)NCc2ccccc2)c2ccccc2c1=O
→ 3 | 1 | 1 | 16 | -4 | i | i | 5 | -5
48: CCC(Sc1ccc(C(=O)O)cc1)C(=O)O (stereo not given)
→ 10 | 0 | -6 | -9 | -14 | i | i | 28 | 5
49: CC1=C(C(=O)OCc2ccc3c(c2)OCO3)C(c2ccccc2OCc2ccccc2)NC(=O)N1 (stereo not given)
→ 15 | 1 | -2 | 11 | 20 | i | i | 8 | 2
50: COc1ccc(CNC(=O)CCC(=O)Nc2nnc(C(C)C)s2)cc1
→ 2 | -1 | 0 | -3 | -2 | i | i | 1 | 5
51: COCCn1c(SCC(=O)Nc2ccccc2F)nnc1-c1ccoc1C
→ 1 | 3 | -7 | -12 | -6 | i | i | 7 | 0
52: O=C(Cc1c(Cl)cccc1Cl)OCC(=O)c1ccc[nH]1
→ 2 | 0 | -4 | -2 | -2 | i | i | -10 | -1
53: O=C(NCc1ccncc1)c1cc(C(=O)C2CC2)c[nH]1
→ 2 | -1 | -4 | 6 | -4 | i | i | -15 | 8
54: Cc1nn(CC(=O)OCC(=O)Nc2ccccc2[N+](=O)[O-])c(C)c1[N+](=O)[O-]
→ -2 | 2 | -3 | 25 | -6 | i | i | -12 | -2
55: CCOCCCNC(=O)c1ccc(CS(=O)(=O)Cc2ccccc2F)o1
→ 1 | 2 | -6 | 6 | -6 | i | i | 7 | 0
56: COC(=O)c1[nH]c2cccc(OC)c2c1NC(=O)CN1CC(C)OC(C)C1 (stereo not given)
→ 2 | -2 | -5 | 3 | -5 | i | . | -4 | 0
